Screening data as filed in PubChem.
Efa HMGR inh = inhibitors of class II HMG-CoA reductase from Enterococcus faecalis; AID 1066; inhibition, % at 10 µM; purified E. faecalis HMGR, NADPH absorbance 340 nm kinetic; 190,000 compounds, 0.41% hits;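 active = inhibition above a set limit, the median over all tested compounds plus 3 SD, cut at about 9.5% in these data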;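 also: enzyme runs in reverse so mevalonate oxidation gives rising NADPH absorbance; 0% = complete reaction with DMSO and 100% = background rate lacking mevalonate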
S1P3 antagonist = S1P3 (human) receptor antagonism. CHO S1P3 NFAT-BLA reporter, FRET fluorescence, antagonist mode. inhibition, % at 4.98 µM. 170,000 compounds, 0.27% hits. AID 485;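 active = inhibition above the plate cutoff, the mean inhibition of test wells on that plate plus 3 SD, cut at about 28% in these data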;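 also: cells challenged with S1P at its EC80 of 0.8 µM; blue over green emission ratio from cleaved BLA substrate after 4 h stimulation; 0% = S1P-stimulated wells and 100% = unstimulated DMSO-only wells; some compounds past the cut are filed as inactive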
Target sequence (Q99500 whole entry, looked up): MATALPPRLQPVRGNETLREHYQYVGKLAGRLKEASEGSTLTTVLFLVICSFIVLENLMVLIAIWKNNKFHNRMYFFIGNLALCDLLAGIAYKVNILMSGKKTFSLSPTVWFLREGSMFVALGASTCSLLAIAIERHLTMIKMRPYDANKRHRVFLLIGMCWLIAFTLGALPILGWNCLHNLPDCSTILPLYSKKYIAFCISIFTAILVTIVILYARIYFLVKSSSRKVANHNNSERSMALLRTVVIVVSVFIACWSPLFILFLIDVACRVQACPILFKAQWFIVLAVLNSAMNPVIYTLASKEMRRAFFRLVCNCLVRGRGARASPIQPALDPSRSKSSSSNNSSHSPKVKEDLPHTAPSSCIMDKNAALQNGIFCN
Hsp70 act = Hsp70 transcriptional activation, primary screen; HeLa Hsp70 promoter luciferase reporter, luminescence; scaled: vehicle 0, proteasome-inhibitor control 100%; 200,000 compounds, 0.04% hits; AID 1203; activation, % at 10 µM;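 active = activation above the mean across all tested compounds plus 3 SD, cutoff set per campaign, cut at about 5.5% in these data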;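 also: 100% = MG132 at 30 µM as the positive control and 0% = DMSO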
TNAP inh hiacc = inhibitors of human TNAP at high phosphate acceptor concentration | inhibition, % at 20 µM | P05186 | 200,000 compounds, 0.03% hits | purified TNAP, CDP-star luminescence, 1 M DEA;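 active = over 50% inhibition of tissue-nonspecific alkaline phosphatase at 20 µM in the single-dose screen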;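 also: plate controls were DMSO wells for no effect and EDTA-quenched wells as full inhibition for full effect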
PMI act satM6P = activators of human phosphomannose isomerase at near-saturating mannose 6-phosphate | P34949 | coupled PMI enzyme assay, resazurin fluorescence, 20 min; stronger effect = higher value; 1 = untreated enzyme, 0 = substrate-free blank | activation factor at 20 µM | 190,000 compounds, 0.34% hits | AID 1216;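 active = activation factor of 2 or more at 20 µM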
Target sequence (P34949 whole entry, looked up): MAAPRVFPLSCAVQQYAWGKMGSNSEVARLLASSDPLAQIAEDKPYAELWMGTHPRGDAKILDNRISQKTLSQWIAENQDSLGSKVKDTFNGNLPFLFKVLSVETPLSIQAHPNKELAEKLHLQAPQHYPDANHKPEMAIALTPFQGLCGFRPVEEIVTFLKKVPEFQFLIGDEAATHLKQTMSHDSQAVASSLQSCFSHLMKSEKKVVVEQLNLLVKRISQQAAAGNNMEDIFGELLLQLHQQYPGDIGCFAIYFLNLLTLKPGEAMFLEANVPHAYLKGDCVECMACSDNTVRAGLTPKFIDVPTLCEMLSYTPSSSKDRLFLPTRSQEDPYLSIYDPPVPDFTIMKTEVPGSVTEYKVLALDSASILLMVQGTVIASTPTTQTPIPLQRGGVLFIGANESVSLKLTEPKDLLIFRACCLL
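Test system: human phosphomannose isomerase with PGI, G6PDH, diaphorase coupling enzymes; amount: 15 ng/mL PMI; incubation: enzyme reaction with compound 20 min at room temperature; technique: resorufin fluorescence (Ex 544/Em 590 nm) from resazurin via diaphorase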
TNAP inh no acc = TNAP (human) inhibition, acceptor-free conditions; P05186; purified TNAP, CDP-star luminescence, 30 min; inhibition, % at 20 µM; 200,000 compounds, 0.26% hits;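 active = tissue-nonspecific alkaline phosphatase inhibition above about 50% at 20 µM in the single-dose screen, limit read from the data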;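 also: 0% = DMSO negative control and 100% = EDTA positive control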
Lmaj promast = inhibitors of Leishmania major promastigote growth | AID 1063 | Leishmania major promastigotes, resazurin fluorescence viability | inhibition, % at 10 µM | 200,000 compounds, 9% hits; in the data active = inhibition above about 50%;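 also: promastigotes grown with compound for 44 hours at 28 °C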
RAM inhibit = inhibitors of the yeast RAM network; inhibition, % at 50 µM; S. cerevisiae dse1pr::URA3 reporter, 5-FOA growth OD615, 2 d; analog-sensitive cbk1-as2 kinase mutant strain; 190,000 compounds, 1.8% hits;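 active = inhibition above a set limit, 3 SD over mean compound inhibition, cut at about 8.4% in these data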;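 also: 0% = DMSO-only wells with no growth and 100% = 10 µM 1-NA-PP1 full growth; inhibition rescues growth on 5-FOA so higher OD means more RAM inhibition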
PMI activator = activators of human phosphomannose isomerase; P34949; activation factor at 20 µM; purified human PMI, coupled resazurin fluorescence, 20 min; stronger effect = higher value; 1 = vehicle control, 0 substrate-free wells; 190,000 compounds, 0.005% hits;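 active = activation factor of 2 or more at 20 µM, relative to plate controls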
DTT redox prof = compounds producing H2O2 with reducing agent – biochemical, NIH compound library profiling, artefact control for MLSCN library redox annotation, primary screen | AID 878 | 200,000 compounds, 0.03% hits | activation, % at 10 µM | DTT-dependent redox cycling H2O2, phenol red/HRP absorbance; 100% = 100 µM peroxide control, 0% = buffer;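 active = activation of at least 50% relative to the plate's high and low controls in the primary single-dose screen; inactive = activation below 50%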;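 also: compound incubated with DTT at 0.8 mM final as the reducing agent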
Active calls of the source: *; x = not tested or not shown. This is a random part of the collection. Share with any hit: about 12%.

cpd | SMILES | Efa HMGR inh | S1P3 antagonist | Hsp70 act | TNAP inh hiacc | PMI act satM6P | TNAP inh no acc | Lmaj promast | RAM inhibit | PMI activator | DTT redox prof
1 | N/C(=N\OS(=O)(=O)c1ccccc1)c1cccnc1 | -4 | 7 | -0.4 | -2 | 1 | -4 | -8 | 1.0 | 1.1 | 0.3
2 | O=C(Nc1cccnc1Cl)c1cccnc1Cl | -2 | x | 0.0 | 1 | 1 | -13 | -3 | -1.2 | 1 | 0.1
3 | CCC(CCC(=O)Nc1cccc(C(=O)O)c1)C(=O)O (stereo unspecified) | 1 | -7 | -0.1 | -2 | 1.1 | -10 | -8 | 3.9 | 1.1 | 1.5
4 | COc1ccccc1/C=N/NC(=O)c1ccc(-c2ccccc2)cc1 | -1 | -18 | -0.3 | -1 | 1 | -23 | 28 | 0.9 | 1 | 0.5
5 | CCN(CC)c1c([N+](=O)[O-])c(=O)n(C)c2ccccc12 | -2 | -11 | -0.3 | 1 | 1 | -9 | 17 | 0.2 | 1 | -0.3
6 | Nc1cc(-c2ccccc2)nn1Cc1ccc(Cl)cc1 | -4 | x | -0.3 | -3 | 0.9 | 4 | 29 | 1.7 | 0.9 | -5.2
7 | CCOC(=O)c1c(N)c(C#N)nn1-c1ccccc1C(=O)OC | -3 | -19 | -0.4 | -7 | 0.9 | -15 | -3 | 1.2 | 0.9 | 0.3
8 | Cc1cc(Oc2ccccc2)nc(-c2ccccc2O)n1 | 1 | -17 | 0.0 | -8 | 1 | -13 | 7 | 0.5 | 1 | -1.2
9 | CC(C)CCNC(=O)CN(CCN1CCOCC1)C(=O)Cn1nnc(-c2ccc(F)cc2)n1 | -3 | x | -0.3 | -10 | 1 | -8 | -3 | 1.6 | 1.1 | 1.1
10 | O=C(O)CCC(=O)c1cccc2ccccc12 | 3 | -16 | -0.2 | -2 | 1 | -14 | -7 | -1.4 | 1.1 | 0.8
11 | CCn1cc(/C=N/NC(=O)c2ccc(C#N)cc2F)c2ccccc21 | 0 | x | 0.1 | -12 | 0.9 | -15 | 15 | -0.1 | 1 | -1.6
12 | CC(NC(=O)c1noc2c1CCCC2)c1ccccc1 (stereo unspecified) | -1 | 1 | -0.2 | -3 | 0.9 | -7 | -6 | -0.5 | 0.9 | -3.3
13 | CC(=O)CC(=O)Nc1ccn(-c2ccccc2)n1 | 2 | x | 0.1 | -3 | 1 | -15 | 1 | -1.0 | 1 | -16
14 | COc1ccc(S(=O)(=O)N2CCC(NC(=O)OCc3c(Cl)cccc3Cl)CC2)cc1 | -4 | x | -0.3 | -4 | 0.8 | -14 | -4 | 4.6 | 0.9 | 2.5
15 | c1cnc2c(SCc3ccc(-c4nnco4)cc3)cccc2c1 | 5 | -1 | 0.0 | -5 | 1 | -13 | 10 | -0.1 | 1 | 0.8
16 | CCOCCCNC(=O)C1CCCCN1S(=O)(=O)c1ccc(F)cc1 (stereo unspecified) | -2 | 0 | -0.1 | -4 | 0.9 | -11 | 0 | 1.3 | 0.9 | 0.2
17 | O=C(CN1CCN(Cc2ccccc2)CC1)N/N=C/c1c[nH]c2ccccc12 | 5 | -4 | -0.4 | 2 | 0.8 | -6 | -1 | 1.5 | 0.8 | 0.5
18 | CCN(CC)S(=O)(=O)c1ccc(N2CCOCC2)c(NC(=O)c2cc(C)cc(C)c2)c1 | -7 | 2 | -0.2 | -1 | 1 | -4 | 1 | 2.6 | 0.9 | 0.3
19 | COc1ccc(COCC(O)CN2CCC(C(N)=O)CC2)cc1OC (stereo unspecified) | -10 | 11 | -0.2 | -3 | 1 | -10 | -3 | 1.0 | 1 | -1.4
20 | Cc1ccc(Cn2c(=O)c3ccccc3n3nc(C)cc23)cc1 | -5 | -10 | -0.4 | -7 | 0.9 | -11 | 10 | 4.3 | 1 | 5.2
21 | CC(=O)Nc1ccc(S(=O)(=O)N2CCc3c(Cl)cccc3C2)cc1 | 4 | x | -0.4 | -3 | 1 | -13 | -4 | 3.1 | 1 | -1.1
22 | S=C(Nc1ccc2cn[nH]c2c1)Nc1ccccc1Cl | -1 | -13 | 1.3 | 5 | 0.6 | -1 | 10 | -0.3 | 0.9 | -0.3
23 | O=C(NC1CCCCC1)c1sc(=S)n2c1[nH]c(=O)c1ccccc12 | -1 | 18 | 0.0 | 0 | 0.8 | 2 | -11 | 7.5 | 0.5 | 1.1
24 | CSCCC1NC(=O)N(C(C)C(=O)Nc2cc(Cl)cc(Cl)c2)C1=O (stereo unspecified) | -7 | 10 | -0.3 | -6 | 1.1 | -2 | 15 | 6.1 | 1.1 | -0.7
25 | CCOC(=O)c1nn(-c2ccccc2)c2nc(Nc3ccccc3)cc(=O)n12 | 2 | x | -0.2 | -2 | 1 | -13 | -6 | 1.2 | 0.9 | 0.1
26 | NC(=S)NNC(=O)[C@@H]1CCCC[C@@H]1C(=O)O | -6 | -5 | -0.4 | -4 | 0.9 | -8 | -7 | 2.2 | 0.9 | -0.3
27 | COC(=O)C1=C(C)NC(C)=C(C(=O)OC)C1c1cc2cc(C)ccc2[nH]c1=O | 2 | -22 | -0.2 | -2 | 1.5 | -13 | -2 | -0.5 | 1.2 | 3.2
28 | COc1ccc2c(c1)C(=NNC(=O)c1ccccn1)c1cc(OC)ccc1-2 | -7 | 12 | -0.2 | 3 | 1 | -4 | 0 | 2.2 | 0.9 | 0.4
29 | Cc1cccc(CSc2nc3c(cc2C#N)CCC3)c1 | -5 | x | -0.1 | -2 | 0.9 | -9 | -6 | 5.9 | 1.1 | 1.5
30 | COc1cccc(Nc2nc(NCCO)c3ccccc3n2)c1 | -1 | x | -0.5 | -5 | 1.2 | 2 | 101* | -0.1 | 1.1 | 0.3
31 | C1CCN(c2c3c(nc4nnnn24)CCCC3)CC1 | 0 | x | -0.2 | -4 | 1 | -9 | -1 | 0.9 | 0.9 | 2.2
32 | C=CCNC(=S)Nc1ccc(Cl)cc1 | -7 | 4 | -0.3 | -2 | 1 | 6 | 7 | -0.5 | 1.1 | -1.6
33 | COC(=O)c1ccc(NC(=O)C2CCCN2S(=O)(=O)c2ccc(F)cc2)cc1 (stereo unspecified) | -9 | 7 | -0.2 | 1 | 1 | -6 | 26 | 4.7 | 1 | -3.2
34 | COc1ccc(N2CCN(c3cnc4ccccc4n3)CC2)cc1 | -1 | -20 | -0.2 | -3 | 0.8 | -8 | -4 | 0.9 | 0.9 | -0.9
35 | COc1cc(/C=C2\N=C3CCCCCN3C2=O)ccc1O | -7 | x | 0.1 | 38 | 0.9 | 34 | -3 | -0.5 | 0.9 | -0.1
36 | O=C(NNS(=O)(=O)c1ccccc1)C1CC(c2cccnc2)=NO1 (stereo unspecified) | -7 | -11 | -0.1 | -1 | 1 | -2 | -5 | 2.1 | 1.3 | -1.8
37 | CSc1nc(-c2ccco2)nn1C(=O)c1ccco1 | -4 | -2 | -0.3 | -4 | 1.1 | 2 | 30 | -0.1 | 1 | -0.2
38 | Cc1ccc(Nc2nc(N)nc(CSc3nnc(-c4ccncc4)o3)n2)cc1 | -9 | 2 | -0.3 | 1 | 0.9 | -6 | -2 | 0.8 | 0.9 | 1.9
39 | CC(C)n1c(Nn2cnnc2)nc2ccccc21 | -2 | 4 | 0.1 | 2 | 0.9 | -6 | -1 | -0.1 | 0.9 | 0.6
40 | O=C(NC(=S)NCc1ccccc1)c1ccccc1[N+](=O)[O-] | -1 | 7 | -0.3 | -5 | x | -2 | 2 | 2.4 | x | -0.7
41 | CCOc1ccccc1NC(=O)N1CCC(c2nc3ccc(C)cc3[nH]2)CC1 | -5 | -13 | -0.1 | -1 | 1 | 15 | 1 | 0.1 | 1.1 | -1.7
42 | CC(=O)c1cccc(NC(=O)c2ccc(N(Cc3ccc(C)cc3)S(C)(=O)=O)cc2)c1 | -4 | x | -0.1 | 1 | 0.9 | 3 | 53* | 5.2 | 0.9 | 0.2
43 | CN(C)C(CNC(=O)CSc1nnc(-c2ccco2)o1)c1ccccc1 (stereo unspecified) | -9 | -18 | -0.3 | x | x | x | -4 | 3.0 | x | 1.6
44 | CCn1nnnc1SCC(=O)Nc1cc(C)on1 | 0 | x | -0.5 | -3 | 1.1 | -11 | -2 | 0.7 | 1 | 2.4
45 | C/C(=N\O)c1c(C)c2ccccc2n1C | 2 | x | 0.2 | -7 | 1 | -1 | 9 | 0.9 | 1.1 | -0.8
46 | O=C(Nc1ccc2c(c1)OCO2)c1cc2n(n1)C(C(F)(F)F)CC(c1ccccc1)N2 (stereo unspecified) | 0 | x | -0.6 | -8 | 0.9 | -9 | 0 | 2.8 | 1 | -0.9
47 | COc1cc(-c2nc3ccccn3c2NCC2CCCO2)ccc1O (stereo unspecified) | 0 | -35 | 0.1 | -5 | 0.9 | -15 | 14 | 0.4 | 1 | 1.2
48 | O=C1CC(c2ccco2)CC(O)=C1C=NCCN1CCNCC1 (stereo unspecified) | -4 | -34 | 0.2 | 0 | 0.7 | -11 | -7 | 1.1 | 0.8 | -2.0
49 | CCOC(=O)c1c(C)[nH]c(C)c1C(=O)COC(=O)CNC(=O)c1ccc(OCC)cc1 | -4 | -2 | -0.5 | -2 | 1 | -13 | 2 | 0.1 | 1 | 0.2
50 | O=Cc1ccccc1OCc1nnsc1Cl | 3 | -16 | -0.1 | -1 | 1 | -8 | 9 | 1.0 | 1 | -0.6
51 | O=C(Nc1ccccc1)C1=C[C@H](c2ccc(Br)cc2)C[C@H](OCc2ccc(CO)cc2)O1 | 0 | -4 | -0.1 | -8 | 0.9 | -9 | 16 | 8.2 | 0.8 | -0.1
52 | CC(C)OCCCNC(=O)c1ccc2c(=O)n(Cc3ccc4c(c3)OCO4)c(=S)[nH]c2c1 | -4 | -7 | 0.0 | 1 | 1 | -7 | -1 | 3.8 | 0.9 | -0.7

One compound at a time, from the list above.
CC(C)OCCCNC(=O)c1ccc2c(=O)n(Cc3ccc4c(c3)OCO4)c(=S)[nH]c2c1 is listed with Efa HMGR inh: -4; S1P3 antagonist: -7; Hsp70 act: 0.0; TNAP inh hiacc: 1; PMI act satM6P: 1; TNAP inh no acc: -7; Lmaj promast: -1; RAM inhibit: 3.8; PMI activator: 0.9; DTT redox prof: -0.7
COc1cc(-c2nc3ccccn3c2NCC2CCCO2)ccc1O (stereo unspecified) is listed with Efa HMGR inh: 0; S1P3 antagonist: -35; Hsp70 act: 0.1; TNAP inh hiacc: -5; PMI act satM6P: 0.9; TNAP inh no acc: -15; Lmaj promast: 14; RAM inhibit: 0.4; PMI activator: 1; DTT redox prof: 1.2

Numbers 50 through 51 of the list above:
cpd | SMILES | Efa HMGR inh | S1P3 antagonist | Hsp70 act | TNAP inh hiacc | PMI act satM6P | TNAP inh no acc | Lmaj promast | RAM inhibit | PMI activator | DTT redox prof
50 | O=Cc1ccccc1OCc1nnsc1Cl | 3 | -16 | -0.1 | -1 | 1 | -8 | 9 | 1.0 | 1 | -0.6
51 | O=C(Nc1ccccc1)C1=C[C@H](c2ccc(Br)cc2)C[C@H](OCc2ccc(CO)cc2)O1 | 0 | -4 | -0.1 | -8 | 0.9 | -9 | 16 | 8.2 | 0.8 | -0.1
